High-throughput results: PubChem BioAssay, several laboratories
CRFR2-BP antag = antagonists of CRF-BP/CRF-R2 complex, primary screen, cell-based, HEK293, calcium dye fluorescence, uHTS. 350,000 compounds, 0.59% hits. inhibition, % at 11.8 µM. CRF-induced calcium fluorescence;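 active = inhibition of the ligand-induced calcium signal above about 50% at the single tested concentration, limit read from the data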
HCV NS3 hel inh = inhibitors of HCV NS3 helicase, primary screen, biochemical, Cy5 molecular beacon fluorescence; Hepatitis C virus NS3 helicase; NS3 helicase DNA unwinding; inhibition, % at 10.9 µM; 290,000 compounds, 0.56% hits; AID 1800, 2009;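 active = inhibition above the mean of all tested compounds plus 3 SD, set per campaign, cut at about 35% in these data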;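 note: 0% = DMSO wells and 100% = thioflavine S control wells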
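System: Hepatitis C virus NS3 helicase domain fragment enzyme | Reagent: Annealed dual-labelled DNA beacon duplex, ATP-started | Compound dosing: 10.9 µM single point, 0.8% DMSO | Incubation: 1 h reaction at 25 °C, ATP-initiated | Technique: Cy5 fluorescence | Evaluation: Percent inhibition from t60/t0 fluorescence ratio | Benchmarks: Low DMSO, high thioflavine S at 110 µM | Replication: Singlicate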
MEKK2 WT-MEK5 = modulators of MEK5 binding to wildtype MEKK2, primary screen, biochemical, multiplex bead flow cytometry, Alexa488-MEK5 | Mitogen-activated protein kinase kinase kinase 2 (Homo sapiens), Q9Y2U5 | Alexa488-MEK5 binding to MEKK2 WT; actives lie on both sides | binding response (% of control), % at 10 µM | 290,000 compounds, 1.1% hits | AID 1531, 2009; in the data active = binding response below about 67% or above about 130%
GalR3 antagonist = GalR3 antagonists in HEK293 cells, primary screen, cell-based, fluorescence readout; Galanin receptor type 3 (Homo sapiens), O60755; HEK293 GalR3-CNG cAMP membrane potential fluorescence; galR3 body fused to GalR1 C-terminus; inhibition, % at 3 µM; 360,000 compounds, 0.44% hits;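 active = inhibition above the screen-wide average plus 3 SD, cut at about 13% in these data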;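 note: forskolin and galanin both at EC90 stimulate the cells; cAMP rise reported by CNG channel membrane potential dye signal; 0% = forskolin plus galanin with DMSO and 100% = forskolin alone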
Target sequence (O60755 1-299 limits assumed): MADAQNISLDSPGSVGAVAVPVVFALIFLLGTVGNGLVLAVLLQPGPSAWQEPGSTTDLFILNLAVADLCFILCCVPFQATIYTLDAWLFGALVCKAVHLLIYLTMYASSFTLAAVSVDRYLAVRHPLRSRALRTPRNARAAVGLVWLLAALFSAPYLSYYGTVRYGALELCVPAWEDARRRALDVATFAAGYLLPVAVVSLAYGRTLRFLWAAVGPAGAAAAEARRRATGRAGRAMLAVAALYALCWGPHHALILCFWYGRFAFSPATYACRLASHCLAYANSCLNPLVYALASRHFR
UBC9 SUMO inh = inhibitors of in vitro SUMOylation cascade, primary screen, biochemical, HTRF, uHTS; SUMO-conjugating enzyme UBC9 (Homo sapiens), P63279; HTRF SUMOylation assay, SAE1/SAE2 + UBC9; inhibition, % at 35 µM; 290,000 compounds, 0.36% hits; AID 2006, 2009; in the data active = inhibition above about 50%, passing the limit was not always enough; note: strong numbers were not always called active
Target sequence (P63279 whole entry, looked up): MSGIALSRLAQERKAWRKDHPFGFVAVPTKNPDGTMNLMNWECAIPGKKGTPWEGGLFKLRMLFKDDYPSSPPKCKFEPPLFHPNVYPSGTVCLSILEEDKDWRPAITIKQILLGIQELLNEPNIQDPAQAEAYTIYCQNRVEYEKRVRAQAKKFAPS
CRFR2-BP ag = agonists of CRF-BP/CRF-R2 complex, primary screen, cell-based, HEK293, calcium dye fluorescence, uHTS; CRF-binding protein / CRF receptor 2 complex (human); calcium dye fluorescence (FLIPR); percent of saturating CRF peptide response; activation, % at 13.2 µM; 350,000 compounds, 0.46% hits;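 active = activation of at least 50%, plus an integration ratio under a set limit after plate pattern correction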;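 note: plate controls were neutral control wells without compound for no effect and CRF at EC100 for full effect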
DNA FID counter = compounds displacing fluorescent DNA intercalator, primary screen, artefact control for HCV NS3 helicase inhibitor project, biochemical, FID fluorescence | DNA fluorescent intercalator displacement | inhibition, % at 7.9 µM | 290,000 compounds, 0.17% hits | AID 1845, 2009; in the data active = inhibition above about 37%;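 note: 0% = vehicle and 100% = reference compound; higher means more ethidium bromide displaced from hairpin DNA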
MEKK3 PB1 HTS = modulators of MEKK3-MEK5 PB1 binding, primary screen, biochemical, wildtype MEKK3, multiplex bead flow cytometry, Alexa488-MEK5; Mitogen-activated protein kinase kinase kinase 3 (Homo sapiens), Q99759; bead-based flow cytometry, Alexa488-MEK5 binding to MEKK3; actives lie on both sides; 0 = blocked by unlabeled MEK5, 100 = vehicle; binding response (% of control), % at 10 µM; 290,000 compounds, 1.4% hits;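 active = binding response more than 3 SD above or below the average of its plate-row segment, actives on both sides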;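 note: Alexa488 bead fluorescence after subtracting the streptavidin-only scavenger bead signal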
Target sequence (Q99759 whole entry, looked up): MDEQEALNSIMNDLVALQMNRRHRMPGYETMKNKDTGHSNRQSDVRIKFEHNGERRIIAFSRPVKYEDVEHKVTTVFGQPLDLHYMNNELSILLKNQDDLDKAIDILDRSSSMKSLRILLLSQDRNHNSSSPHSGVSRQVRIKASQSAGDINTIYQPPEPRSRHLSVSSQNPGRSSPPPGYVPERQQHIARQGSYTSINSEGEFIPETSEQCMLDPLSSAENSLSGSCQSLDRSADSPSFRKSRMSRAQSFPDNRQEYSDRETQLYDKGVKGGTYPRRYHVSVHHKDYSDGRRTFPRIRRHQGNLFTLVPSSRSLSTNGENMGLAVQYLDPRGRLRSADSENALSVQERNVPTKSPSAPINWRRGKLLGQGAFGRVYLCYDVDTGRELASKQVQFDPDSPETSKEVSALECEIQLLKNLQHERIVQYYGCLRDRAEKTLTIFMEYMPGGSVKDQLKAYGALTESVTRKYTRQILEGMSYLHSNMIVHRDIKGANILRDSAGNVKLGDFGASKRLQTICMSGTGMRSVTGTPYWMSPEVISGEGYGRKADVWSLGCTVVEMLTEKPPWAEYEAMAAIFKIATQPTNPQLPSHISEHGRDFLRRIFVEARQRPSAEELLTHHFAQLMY
MEKK2 mut-MEK5 = MEK5 binding signal on mutant MEKK2 PB1, primary screen, biochemical, multiplex bead flow cytometry, Alexa488-MEK5; 290,000 compounds, 0.35% hits; percent response, % at 10 µM; Alexa488-MEK5 binding to MEKK2 mutant; AID 1530, 2009; in the data active = percent response above about 24%, passing the limit was not always enough; note: inactives centre near 1; some results filed as inactive read as strong as hits
* hit, by the source's call; x = no result given.

SMILES	CRFR2-BP antag	HCV NS3 hel inh	MEKK2 WT-MEK5	GalR3 antagonist	UBC9 SUMO inh	CRFR2-BP ag	DNA FID counter	MEKK3 PB1 HTS	MEKK2 mut-MEK5
O=c1[nH]c(CSc2nnc(Cc3ccccc3)o2)nc2ccccc12	12	3	108	-5	10	0.0	-9	104	5
CC(NC(=O)C(=O)N/N=C\c1cccc([N+](=O)[O-])c1)c1ccccc1 (stereo not drawn)	3	10	89	-8	18	-1.1	2	96	-9
Nn1c(SCC(=O)Nc2ccc(F)cc2F)nnc1-c1cccnc1	4	3	104	-6	-22	-3.0	-3	99	3
CC(C)COc1ccc(CNC(=S)Nc2ccccc2)cc1Cl	107*	-15	118	-9	-11	4.1	-14	114	16
COc1ccc(C(=O)CSc2nnc3ccc(-c4ccccn4)nn23)cc1	2	-9	62	1	24	-1.2	-5	64	-27
CCOc1ccc(CCNC(=O)C2CCCN(S(=O)(=O)N3CC(C)CC(C)C3)C2)cc1OCC (stereo not drawn)	10	5	97	-1	-1	-1.2	-36	105	0
C#CCN1C(=O)C(O)(c2c(C)[nH]c3ccccc23)c2ccccc21 (stereo not drawn)	6	-2	92	-6	12	-0.3	0	92	2
Cc1ncc(S(=O)(=O)c2ccccc2)c(-c2ccccc2Cl)n1	36	0	98	-5	4	-0.9	-1	96	0
NNC(=O)CNC(=O)c1ccccc1F	13	8	103	-4	-11	4.9	-4	102	5
COCCn1c(N)c(N(Cc2ccccc2)C(=O)Cc2c(Cl)cccc2Cl)c(=O)[nH]c1=O	8	0	106	1	2	-2.2	-1	104	4
COc1cc2cc(C(c3nnnn3C3CCCC3)N3CCCCCC3)c(=O)[nH]c2cc1OC (stereo not drawn)	-23	-9	105	-6	-6	2.0	11	97	5
COc1cccc(NC(C(=O)Nc2cccc(C(C)=O)c2)c2ccccc2)c1 (stereo not drawn)	-17	10	98	-1	-2	-1.3	-16	99	-2
COC(=O)CN1C(=O)Nc2ccc(Cl)cc2C1c1ccccc1 (stereo not drawn)	-14	-4	111	-10	-1	1.6	-31	111	14
CCCNC(=O)C(Cc1ccccc1)NS(=O)(=O)c1cccc2nsnc12 (stereo not drawn)	-28	1	97	6	17	1.5	-11	96	0
CCOC(=O)c1c(NC(=O)CSc2nnc(-c3c[nH]c4ccccc34)n2CC)sc2c1CCCC2	5	-2	97	x	2	-1.7	-1	105	-4
COc1ccc(OCCOC(=O)Nc2ccccc2)cc1	14	-8	96	-3	17	-1.9	-10	103	-1
Cc1cccc(C)c1NC(=O)C1(N2C(=O)CC2c2ccccc2)CCCCC1 (stereo not drawn)	-10	12	99	0	6	1.8	-20	122	-1
O=C(NCc1ccc2c(c1)OCO2)C1CCCN1S(=O)(=O)c1ccc(F)cc1 (stereo not drawn)	-5	11	103	3	19	-0.6	-8	98	-1
Cc1ccccc1NC(=S)NCC(c1cccnc1)N1CCOCC1 (stereo not drawn)	21	22	113	-4	-9	-0.1	-4	100	15
c1csc(-c2nn3c(C4COc5ccccc5O4)nnc3s2)c1 (stereo not drawn)	-33	0	89	x	-3	-1.1	-17	91	-1

Sorted by the number under GalR3 antagonist (rising): some entries from above.
structure,GalR3 antagonist
COc1cc2cc(C(c3nnnn3C3CCCC3)N3CCCCCC3)c(=O)[nH]c2cc1OC (stereo not drawn),-6
Cc1cccc(C)c1NC(=O)C1(N2C(=O)CC2c2ccccc2)CCCCC1 (stereo not drawn),0
CCCNC(=O)C(Cc1ccccc1)NS(=O)(=O)c1cccc2nsnc12 (stereo not drawn),6

(further entries)
SMILES	CRFR2-BP antag	HCV NS3 hel inh	MEKK2 WT-MEK5	GalR3 antagonist	UBC9 SUMO inh	CRFR2-BP ag	DNA FID counter	MEKK3 PB1 HTS	MEKK2 mut-MEK5
CC(C)c1ccc(NC(=O)CCCN2C(=S)NC(C)(C)CC2C)cc1 (stereo not drawn)	-1	4	104	3	-20	0.7	-27	101	1
O=C(c1cnsn1)N1CCN(c2ccccn2)CC1	13	12	104	4	-5	-0.8	1	109	4
COc1ccc(N(CC(=O)NC2CCCCCCC2)S(=O)(=O)c2c(C)nn(C)c2C)cc1	0	-4	98	x	26	-2.7	-12	97	2
Cc1cc(C)c(C#N)c(OCc2ccc(Cl)nc2)n1	-9	5	103	-2	7	-1.7	-8	101	-2
N=c1n(CCN2CCCCC2)c2ccccc2n1CC(=O)c1cccc([N+](=O)[O-])c1	-1	-39	127	-14	5	0.3	29	99	14
Cc1cccc(NC(=O)c2oc3c(c2C)C(=O)CC(C)(C)C3)n1	1	-3	95	-3	0	-2.8	-23	98	-2
O=C(CN(Cc1ccco1)C(=O)c1ccc(Cl)cc1)Nc1ccc(Cl)c(Cl)c1	-3	-11	104	-4	-14	1.2	-3	98	-2
Cc1cc(C)c2[nH]c(=O)c(C(c3nnnn3Cc3ccc4c(c3)OCO4)N3CCCC3)cc2c1 (stereo not drawn)	3	7	105	5	8	-1.5	-8	99	5
COc1cccc2c1OC[C@@H](CO)[C@H]2N(C)C(=O)Nc1ccccc1	-11	2	107	x	-10	1.4	-7	100	3
O=C1Nc2ccccc2/C1=N/N=C/c1cccc(O)c1	-11	-1	91	-3	-1	-2.0	0	90	-14
COc1nc(-c2ccccc2)ccc1-c1noc(COc2ccccc2)n1	2	9	123	-1	18	14	-1	132*	6
Cc1cc(C)cc(N2C(=O)CC(Sc3ncn[nH]3)C2=O)c1 (stereo not drawn)	16	28	87	-7	6	3.0	-9	101	-8
CN(Cc1ccon1)Cc1cn(C)nc1-c1cccc(Cl)c1	-1	3	88	2	-12	1.3	-6	91	-12
CS(=O)(=O)N1CCN(c2ccccc2NC(=O)c2cccnc2Cl)CC1	3	5	105	3	-12	-1.2	-5	102	4
Cc1nn(CC(=O)OCC(=O)Nc2c(C(C)C)cccc2C(C)C)c(C)c1[N+](=O)[O-]	15	-1	100	-7	-8	-3.3	-5	104	-1
O=C(COC(=O)Cc1cn2ccsc2n1)NCc1ccc2c(c1)OCO2	-11	-12	98	-4	24	-0.3	2	100	2
CC(C)CC(C(=O)NC(C)(C)C)N(CC1CCCO1)C(=O)c1snc(C(N)=O)c1N (stereo not drawn)	-4	2	91	-4	-2	-2.4	-11	91	-8
Cc1cccc(CC(=O)NCCN2CCOCC2)c1	10	-3	105	-1	-4	1.6	-2	101	4
O=C(Nc1cc([N+](=O)[O-])ccc1F)c1ccc2ccccc2c1	7	-9	100	-12	15	0.2	4	99	9
Fc1ccccc1N=C1Nc2cccc3cccc1c23	-19	-5	94	-5	18	2.6	1	94	-1
CC1=NN(C(N)=S)C(=O)C1N=Nc1ccccc1 (stereo not drawn)	7	2	99	-1	-14	-2.2	2	103	-6
COc1ccc(NC(=O)C2CCCN(S(C)(=O)=O)C2)cc1OC (stereo not drawn)	9	1	109	6	-2	-1.1	-4	103	6
CS(=O)(=O)NCc1ccc(C(=O)NCc2ccccc2)cc1	-3	-4	110	-6	22	-1.3	0	92	7
CCOc1cc(C(=O)N2CCCN(C)CC2)cc(OCC)c1OCC	4	13	106	-3	5	-1.6	-2	101	5
CC(C)(C)c1ccc(-c2nnc(SC3CCOC3=O)n2Cc2ccccc2)cc1 (stereo not drawn)	-14	1	103	-2	-8	-0.1	-57	107	1
COc1ccccc1NS(=O)(=O)c1cc(NC(=O)CCC(=O)c2cccs2)ccc1Cl	-23	-2	108	-6	-12	0.0	-3	147*	0
Cc1c(C(=O)O/N=C(\N)c2ccccn2)cccc1[N+](=O)[O-]	-3	1	102	-5	-2	0.8	-4	109	15
COc1ccc(CN(C(=O)CSc2nnc(-c3ccccc3F)o2)c2ccc(F)cc2)cc1	-21	-3	91	x	-6	7.9	-23	96	-5
Cc1cc(=O)oc2c3c(cc(OCC(=O)N4CCC(C(=O)O)CC4)c12)OC(C)(C)CC3	6	1	103	-6	29	-0.3	-37	105	1
Cc1nonc1C1CCCN1C(=O)c1cc(COc2cccc(C(F)(F)F)c2)on1 (stereo not drawn)	-5	-15	96	-2	2	5.3	-14	102	7

Continued; the last two above are carried over.
SMILES	CRFR2-BP antag	HCV NS3 hel inh	MEKK2 WT-MEK5	GalR3 antagonist	UBC9 SUMO inh	CRFR2-BP ag	DNA FID counter	MEKK3 PB1 HTS	MEKK2 mut-MEK5
Cc1cc(=O)oc2c3c(cc(OCC(=O)N4CCC(C(=O)O)CC4)c12)OC(C)(C)CC3	6	1	103	-6	29	-0.3	-37	105	1
Cc1nonc1C1CCCN1C(=O)c1cc(COc2cccc(C(F)(F)F)c2)on1 (stereo not drawn)	-5	-15	96	-2	2	5.3	-14	102	7
Nc1ccc(Nc2ccccc2)c(Cl)c1	36	-14	76	-7	-32	-1.8	3	73	-6
N#C/C(=C\c1cn(CC(=O)N2CCCCC2)c2ccccc12)C(=O)NCc1ccc2c(c1)OCO2	6	2	93	4	22	1.5	-26	95	-2
Cc1ccc(C(=O)C2=C(O)C(=O)N(Cc3ccco3)C2c2ccc(N(C)C)cc2)o1 (stereo not drawn)	5	98*	101	-1	-7	3.4	-45	97	2
CC(=O)Nc1ccc(SCC(=O)N(C)C2CCS(=O)(=O)C2)cc1 (stereo not drawn)	5	-4	98	-4	17	0.4	2	99	-7
C=CCc1c(C)nn(CC(=O)O)c1-c1ccccc1	0	7	103	2	-8	0.0	-13	101	16
Cc1ccc(OCCn2nc3ccccc3n2)c(C)c1	-8	0	103	0	-19	-0.7	-4	100	2
Cn1c(=O)c2cc(S(=O)(=O)NCCC(=O)Nc3ccccc3F)ccc2n(C)c1=O	7	-4	104	1	18	-1.5	-4	101	-5
Cc1cccc(C)c1Nc1nnc(SCC(=O)Nc2cc(S(=O)(=O)N3CCCCC3)ccc2Cl)s1	-8	10	93	-4	16	2.3	-18	97	-1
COc1ccc(S(=O)(=O)NC(CC(=O)NCc2ccco2)c2ccco2)cc1 (stereo not drawn)	4	4	114	1	16	-3.3	-1	109	13
CSc1nsc(SCC(=O)Nc2nncs2)n1	5	5	83	4	2	-2.3	-1	100	-10
COc1ccc(NC(=O)CCSc2nnc(C)s2)cc1	-38	12	110	-4	4	4.0	-16	103	4
N/C(=N\OC(=O)c1cccc(Br)c1)c1ccccn1	2	21	106	-2	6	-0.4	-23	107	9
O=C(COc1ccc2c3c(c(=O)oc2c1)CCC3)NC1CCN(Cc2ccccc2)CC1	-5	0	102	1	9	-1.5	-4	95	2
CCC(C)(C)C1CCc2c(sc(N)c2C(N)=O)C1 (stereo not drawn)	-21	14	112	-4	-20	-1.7	-4	110	6
O=C(/C=C/c1ccc2c(c1)OCCO2)c1ccccc1	17	-5	102	-6	0	9.3	-8	104	7
Nc1cccc(/C=C/C(=O)O)c1	19	-19	99	0	8	3.1	-3	99	-2
CCN1CCN(C(=O)Cn2cnc3sc(C)c(S(=O)(=O)N4CCN(c5ncccn5)CC4)c3c2=O)CC1	1	-10	103	1	4	-0.3	2	111	-3

An excerpt. The share of hits here may be higher or lower than overall.
